# M1 ag: human M1 muscarinic receptor agonism | activation, % at 3 µM | CHO-K1 hM1, Fluo-8 calcium fluorescence, agonist mode; 0% DMSO, 100% acetylcholine EC100 | 360,000 tested, 0.33% active | P11229;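 active = activation above the run's mean compound activation plus 3 SD, cut at about 16% in these data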;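 note: peak over basal fluorescence ratio within a 140 s kinetic read after compound addition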
# Target sequence (P11229 whole entry, looked up): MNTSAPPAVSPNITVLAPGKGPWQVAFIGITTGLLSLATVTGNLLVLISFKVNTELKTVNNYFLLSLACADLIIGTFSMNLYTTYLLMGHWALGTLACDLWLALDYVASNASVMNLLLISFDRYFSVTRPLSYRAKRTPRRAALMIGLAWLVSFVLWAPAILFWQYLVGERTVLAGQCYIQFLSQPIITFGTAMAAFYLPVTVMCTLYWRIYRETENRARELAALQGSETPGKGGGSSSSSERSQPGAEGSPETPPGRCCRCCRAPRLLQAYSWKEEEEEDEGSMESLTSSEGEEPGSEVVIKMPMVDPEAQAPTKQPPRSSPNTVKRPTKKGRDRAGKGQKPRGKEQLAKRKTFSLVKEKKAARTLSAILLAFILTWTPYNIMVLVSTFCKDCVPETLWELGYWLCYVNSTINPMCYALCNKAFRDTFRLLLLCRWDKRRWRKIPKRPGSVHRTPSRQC
# CHRM4 antagonist: CHRM4 antagonism in calcium assay; inhibition, % at 3 µM; 360,000 tested, 0.73% active; CHO-hM4 cells, ACh EC80, Fluo-8 calcium fluorescence;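 active = inhibition above its plate's cutoff, the mean inhibition of sample wells plus 3 SD, cut at about 27% in these data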;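 note: 0% = acetylcholine EC80 with DMSO and 100% = DMSO without agonist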
# CHO parental Ca: counter-screen: ATP calcium response change in parental CHO cells. 330,000 tested, 0.63% active. parental CHO-K1, ATP-induced calcium, Fluo-8 fluorescence. inhibition, % at 5.6 µM;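 active = inhibition above that plate's mean sample inhibition plus 3 SD, cut at about 26% in these data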;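 note: 0% = ATP-challenged DMSO wells and 100% = DMSO wells without ATP; some compounds past the cut are filed as inactive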
#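 Material: parental CHO cells / Compound: single nominal dose of 5.6 µM per compound / Signal: Fluo-8 fluorescence / Replicates: singlicate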
# M1 ag parental: counter-screen for M1 agonists: effect in parental CHO-K1 cells; Fluo-8 calcium fluorescence; scaled to maximal ATP response, vehicle zero; activation, % at 3 µM; 360,000 tested, 0.48% active; in the data active = activation above about 15%;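 note: untransfected CHO-K1 host cells lacking M1 receptor as counterscreen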
# M1 PAM: positive allosteric modulators of human M1 muscarinic receptor | CHO-K1 hM1, Fluo-8 calcium fluorescence, ACh EC20; 0% = ACh EC20, 100% = maximal ACh | P11229 | activation, % at 3 µM | AID 588819 | 360,000 tested, 0.088% active; in the data active = activation above about 19%, passing the limit was not always enough
# CHRM1 antagonist: blocks human M1 muscarinic receptor. P11229. CHO-K1 hM1, Fluo-8 calcium fluorescence, ACh EC80 antagonist. inhibition, % at 3 µM. 360,000 tested, 1.3% active. AID 588852;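 active = percent inhibition above its own plate's cutoff, namely the mean of that plate's compound wells plus 3 SD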;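 note: peak over basal fluorescence ratio during 140 s after agonist addition; 0% = ACh EC80 plus DMSO and 100% = DMSO alone without agonist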
# CHO-K1 Ca antag: M1 antagonist counterscreen hit in parental CHO-K1 cells | 360,000 tested, 0.6% active | ATP-induced calcium, Fluo-8 fluorescence | inhibition, % at 3 µM | AID 602250;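 active = inhibition above a per-plate cutoff, the plate's mean sample inhibition plus 3 SD, cut at about 24% in these data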;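 note: 0% = DMSO plus EC80 ATP and 100% = DMSO alone without ATP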
# M4 ag: CHRM4 agonism in calcium assay; P08173; CHO-K1 hM4/Gqi5, Fluo-8 calcium fluorescence; vehicle 0%, full acetylcholine response 100%; activation, % at 3 µM; 360,000 tested, 0.14% active;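 active = activation above the run mean over all test wells plus 3 SD, cut at about 32% in these data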;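 note: peak over basal fluorescence ratio per well then scaled between controls; 0% = DMSO wells and 100% = acetylcholine at EC100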
# OXTR potentiate: human OXTR potentiation. P30559. CHO-OTR cells, Fluo-8 calcium fluorescence, potentiator mode; 0% = oxytocin EC15, 100% = EC100. activation, % at 3 µM. 320,000 tested, 0.061% active. AID 2445;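 active = activation above that plate's cutoff, the mean activation of tested compounds plus 3 SD, cut at about 6.6% in these data, passing the limit was not always enough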;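 note: 100% uses oxytocin at 75 nM as the full agonist control; some results filed as inactive read as strong as hits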
# Target sequence (P30559 whole entry, looked up): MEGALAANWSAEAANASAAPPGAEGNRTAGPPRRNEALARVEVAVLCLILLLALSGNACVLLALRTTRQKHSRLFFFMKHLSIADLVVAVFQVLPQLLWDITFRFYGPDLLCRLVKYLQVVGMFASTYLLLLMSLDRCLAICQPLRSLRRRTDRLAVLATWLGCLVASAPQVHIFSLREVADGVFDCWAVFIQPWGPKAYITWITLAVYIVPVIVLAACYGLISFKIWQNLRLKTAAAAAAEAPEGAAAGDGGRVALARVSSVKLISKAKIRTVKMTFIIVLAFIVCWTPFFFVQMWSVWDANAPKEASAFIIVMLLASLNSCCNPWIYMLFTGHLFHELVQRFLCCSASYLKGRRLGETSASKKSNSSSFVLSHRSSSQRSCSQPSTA
#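 Assay system: CHO-OTR cells, human receptor / Also added: oxytocin at about EC15, sub-maximal agonist stimulus / Dosing: single dose, 3.0 µM nominal final compound concentration / Incubation: 6 min pre-incubation, 100 s read / Technique: Fluo-8 calcium dye fluorescence / Read-out: % activation vs EC15 and EC100 oxytocin / Benchmarks: EC15 oxytocin low, 75 nM oxytocin high / Replicates: singlicate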
# * = called active by the depositor; x = no result given; & = joins results of further samples. Not a hit list. Share with any hit: about 2.9%.
SMILES,M1 ag,CHRM4 antagonist,CHO parental Ca,M1 ag parental,M1 PAM,CHRM1 antagonist,CHO-K1 Ca antag,M4 ag,OXTR potentiate
O=c1oc(-c2cccs2)nc2c1cnn2-c1ccccc1,-3,-17,-12,0.0,3,-4,3,0,0
CCS(=O)(=O)N1CCc2nc(-c3ccccc3)sc2C1,0,-9,-10,3.6,3,-8,-11,5,-16
CCC(=O)N1CCN(c2ccc(NC(=O)c3ccc(Br)o3)cc2)CC1,-4,-3,0,1.7,8,-6,-3,4,-9
COc1ccc(C(C(=O)NC2CCCCC2)N(C(=O)Cc2c[nH]c3ccccc23)c2ccccc2)cc1OC (stereo not given),-8,-10,-16,2.1,-2,-3,0,5,-6
Cc1cccc(Cc2nnc(CCC(=O)N3CCCC(CN4CCOCC4)C3)o2)c1 (stereo not given),-11,1,-13,0.0,12,-5,-6,1,-18
CC(C)C[C@H]1CN([C@@H](Cc2ccc(O)cc2)CN2CCC[C@@H]2CN2C(=S)NC[C@@H]2Cc2ccccc2)C(=S)N1CCc1ccccc1,-8,1,x,0.4,-6,12,3,0,x
CC(C)CCn1c(=O)c2ccccc2n2c(CCC(=O)NC3CCN(Cc4ccccc4)CC3)nnc12,-6,0,-31,-0.5,-6,4,-22,0,-13
CCn1c(SCC(=O)Nc2cc(C)nn2-c2ccccc2)nnc1-c1cccs1,-4,-1,-19,0.6,2,-4,-13,0,3
CCC(C)NCC(=O)Nc1cc(S(=O)(=O)N(CC)c2ccccc2)ccc1Cl (stereo not given),-14,-4,-28,5.6,-16,3,-8,6,-4
Cc1ccc2[nH]c(CCN(C)C)c(CC#N)c2c1,-6,10,-2,1.3,6,2,-9,1,2
CC1CC(C)(C)CC2(C1)NC(=O)N(CC(=O)N1CCN(Cc3ccc(C#N)cc3)CC1)C2=O (stereo not given),-1,1,x,1.0,-2,6,7,4,x
Cc1ccc(S(=O)(=O)N2CCN(CC(=O)NC3CCCc4ccccc43)CC2)cc1C (stereo not given),-2&-5,-7&4,-29,0.0&0.8,1&-3,-6&-3,-16&1,8&4,-6
CCOc1ccccc1N1CCN(C(=O)NCc2ccc(F)cc2)CC1,0,-5,-8,4.8,6,-11,-10,8,-10
CN1[C@@H](COCc2ccccc2)C=CS1(=O)=O,-2,1,x,-0.1,0,-25,-16,0,x
COc1ccc(N(C(=O)c2cccnc2)S(=O)(=O)c2ccc(OC)c(OC)c2)cc1,-1,4,-16,0.3,9,-14,-8,1,-4
O=C(Nc1ccccc1)OC1CCCCc2cccnc21 (stereo not given),-2,3,-23,4.8,12,-8,-9,11,3
CN(C)c1nc(-c2cccnc2)nc(-c2ccccc2)c1C#N,3,-7,x,0.0,3,1,6,-1,x
COCc1ccc(C(=O)N2CCN(CC(=O)N3CCCC3)CC2)cc1,-3,-9,-6,0.3,3,0,-7,1,6
Cc1cc(SCC(=O)c2cccc([N+](=O)[O-])c2)nc(=O)[nH]1,-3,-11,-5,1.2,10,-14,-21,1,-2
CCN(CC)S(=O)(=O)c1ccc(-c2nnc(SCC(N)=O)n2CC)cc1,-14,1,3,0.9,12,-15,2,1,-8

# Given as labelled records: part of the list above
> Cc1ccc(S(=O)(=O)N2CCN(CC(=O)NC3CCCc4ccccc43)CC2)cc1C (stereo not given)
  M1 ag: -2&-5; CHRM4 antagonist: -7&4; CHO parental Ca: -29; M1 ag parental: 0.0&0.8; M1 PAM: 1&-3; CHRM1 antagonist: -6&-3; CHO-K1 Ca antag: -16&1; M4 ag: 8&4; OXTR potentiate: -6
> CCOc1ccccc1N1CCN(C(=O)NCc2ccc(F)cc2)CC1
  M1 ag: 0; CHRM4 antagonist: -5; CHO parental Ca: -8; M1 ag parental: 4.8; M1 PAM: 6; CHRM1 antagonist: -11; CHO-K1 Ca antag: -10; M4 ag: 8; OXTR potentiate: -10
> CN1[C@@H](COCc2ccccc2)C=CS1(=O)=O
  M1 ag: -2; CHRM4 antagonist: 1; CHO parental Ca: x; M1 ag parental: -0.1; M1 PAM: 0; CHRM1 antagonist: -25; CHO-K1 Ca antag: -16; M4 ag: 0; OXTR potentiate: x

# The listing continues.
SMILES,M1 ag,CHRM4 antagonist,CHO parental Ca,M1 ag parental,M1 PAM,CHRM1 antagonist,CHO-K1 Ca antag,M4 ag,OXTR potentiate
CCC1(c2ccccc2)NC(=O)N(CC(=O)NCc2ccc(OC)cc2)C1=O (stereo not given),1,-6,-31,0.3,4,-16,-15,2,-8
O=C1NC[C@@H](c2ccccc2)OC(=O)[C@H](Cc2ccc(F)cc2)C/C=C\C[C@H]1CC(=O)N(CCO)Cc1ccccc1,-6,3,-24,4.6,-8,16,10,29,3
O=C(CC(C(=O)O)c1c(F)cccc1Cl)c1ccc(Cl)cc1 (stereo not given),-1,-5,-9,0.2,11,-10,-7,1,-13
CC(C)c1ccc(SCc2noc(C(=O)NCC3CCCO3)c2C(=O)O)cc1 (stereo not given),-2,0,-8,-0.5,9,-5,-6,1,-8
NC(=O)[C@H]1CC2(CC(c3cccc(NC(=O)COc4ccc(Cl)cc4)c3)=NO2)CN1C(=O)C(c1ccccc1)c1ccccc1 (stereo not given in full),-3,12,-2,0.3,-17,26,-10,3,-6
O=C(Nc1ccc(S(=O)(=O)Nc2ncccn2)cc1)c1cnc(Cl)c(Cl)c1,-4,1,20,0.7,8,-7,-4,0,6
CN(C)S(=O)(=O)Oc1ccccc1C(=O)Nc1ccc(F)cc1,-4,-5,-8,-0.1,-1,9,4,1,-1
CCC(=O)N1c2ccc(S(=O)(=O)N3CCCCC3)cc2CC1C (stereo not given),-5,-4,-10,0.0,10,-15,-6,1,-8
CCOc1ccc(C(=O)NCCC(=O)NCCCC(=O)O)cc1,8,-10,-6,0.1,23,-17,-11,3,-2
O=C(O)CCC(=O)Nc1ccc(F)cc1,-3,-7,8,-0.2,5,-4,-10,0,-8
CCOC(=O)Cn1nc(C)c2c1CCCC2=O,-3,3,-6,0.1,-2,-10,5,0,-3
CCCNC(=O)C1(C)CCN(C(=O)c2cc(F)ccc2C)C1 (stereo not given),-1,-4,x,0.2,-2,-1,4,1,x
COC(=O)C(NS(=O)(=O)c1ccc(NC(C)=O)cc1)C(C)C (stereo not given),-2,-2,2,0.4,-3,0,-18,1,-10
O=C(Nc1cnc2ccccc2c1)N1CCCCC1,-3,8,-16,0.1,-1,5,2,0,-2
Cc1c(O)c(CN2CCCC2)cc2c3c(c(=O)oc12)CCC3,-11,-1,-11,0.0,-8,-3,-7,0,-12
COc1ccc(NC(=O)c2nc(SC)ncc2Cl)cc1,-5,-1,-5,0.0,1,0,1,0,-2
O=C1NCCCC1C(=O)N/N=C/c1ccc([N+](=O)[O-])cc1 (stereo not given),5,-3,-6,-0.3,1,-5,-14,1,-6
NNC(=O)CCC(=O)Nc1ccccc1,-1,-8,-10,-0.7,7,-2,-9,1,-1
Cc1cc(C=C2C(=O)c3ccccc3C2=O)c(C)n1-c1ccc(Cl)cc1,-6,-3,x,0.4,-7,5,-9,2,x
CN1CCN(c2ccc(S(=O)(=O)N3CCOCC3)cc2NC(=O)COc2ccc(F)cc2Cl)CC1,-5,5,-13,1.1,-1,-3,-4,4,-11
Cc1ccc(F)cc1NC(=O)COC(=O)COc1ccc(C#N)cc1,0,5,-1,0.5,9,-14,1,-1,-5
O=C(COC(=O)c1cccc(-n2cnnn2)c1)c1ccc(Br)cc1,0,-20,-9,7.1,-3,0,-6,17,-15
COc1cc(CN(C(=S)NCC(=O)NC2CC2)C2CCCC2)cc(OC)c1OC,0,10,-9,1.1,5,-9,-13,1,1
CCC1CCC2(CC1)NC(=O)N(CC(=O)N1CCc3ccccc31)C2=O (stereo not given),-1,-6,-24,-1.2,10,-15,1,0,-5
Cc1cccc(CSCCNC(=O)COc2ccc(Cl)cc2)c1,-8,-1,-20,0.4,9,-4,0,-1,-9
C/C(=N\NC(=O)c1nnn(-c2nonc2N)c1-c1ccc(Cl)c(Cl)c1)c1ccncc1,-3,-4,12,1.5,1,0,9,2,-23
CCn1c2ccccc2c2cc(NC(=O)CSc3nnc(-c4cccc(F)c4)o3)ccc21,-3,9,-19,0.3,15,-21,-11,1,-12
COc1cc2c(cc1OC)C(c1ccc(OC)c(OC)c1OC)CC(=O)N2 (stereo not given),1,11,x,0.3,12,1,-6,1,x
Cn1cccc1CC(=O)NNC(=O)Nc1ccccc1F,-3,0,-1,0.5,1,0,-11,0,-2
Cc1ccc(-c2cc(C(F)F)n3ncc(C(=O)N4CCc5ccccc54)c3n2)cc1,-7,3,-17,0.1,1,0,-7,0,-13
Cc1cc(N2CCCC2=O)ccc1S(=O)(=O)NCCOc1ccccc1,-1,-3,3,7.0,5,-5,-11,10,-24
Fc1ccc(CNCc2cccc(Br)c2)cc1,-11,8,-17,0.7,6,-5,-7,1,-10
O=C(NCc1cccnc1)C1CCC(CNS(=O)(=O)c2cccc3nsnc23)CC1 (stereo not given),-8,6,-2,0.1,-14,-6,-9,0,-5
O=C(CN1C(=O)NC2(CCCCCC2)C1=O)c1ccc(Cl)s1,-3,4,-18,1.5,11,-11,7,2,-3
Cc1ccc(C)c(NC(=O)c2nc(-c3ccccc3)n(-c3ccccc3)n2)c1,-2,14,29,2.0,3,-3,-2,5,-13
Oc1ccc(C(=S)N2CCCCC2)cc1Cl,-5,7,-3,1.5,10,-10,-12,2,-14
O=C(c1cc(-c2ccc(Cl)cc2Cl)on1)N1CCCC1,-7,8,-14,0.5,12,-10,-23,-1,-12
CC(NC(=O)CSCc1ccccc1Br)c1ccccc1 (stereo not given),-4,-2,-11,1.4,0,1,3,2,-15
COc1ccc(/C=N/NC(=O)c2cccc([N+](=O)[O-])c2)cc1OC,-3,-11,6,0.0,1,8,22,2,1
CCOc1ccc(N2CC(C(=O)OCC(=O)c3ccc(OC)cc3)CC2=O)cc1 (stereo not given),-4,1,1,2.8,3,-10,-5,3,-8
CC(Oc1ccc(Cl)cc1)C(=O)Nc1ncccn1 (stereo not given),-7,1,-4,0.0,-3,-4,-8,0,0
COc1ccc(OC)c(-c2csc(NC(=O)CSc3ccccc3)n2)c1,-9,5,-12,1.6,-11,18,-13,1,-6
CCOC(=O)N/N=C/c1c(C)c(C(=O)c2ccc(F)cc2)n2ccccc12,-5,5,-24,1.9,8,-9,-11,0,-3
Cc1ccc(OCc2nnc(NC(=O)c3cccnc3)s2)cc1,-3,-2,-22,0.6,6,-13,-5,1,-19
COc1ccc(Cl)cc1NC(=O)CN(C)C(=O)c1cc(C)oc1C,-3,-8,-12,0.2,-4,-4,-11,0,-3
CCc1ccc(C(=O)/C=C/c2cnn(C)c2C)s1,-6,8,-16,0.2,-1,0,3,0,-15
O=Cc1cnc(N2CCN(c3ccccc3)CC2)s1,-4,-3,-12,1.3,1,5,-12,2,-12
Cc1nonc1NC(=O)CSc1nc2ccc(Cl)cc2[nH]1,1,-13,-4,12,3,-7,34*,11,-5
COc1ccccc1Nc1nnc(SCC(=O)NC(=O)Nc2ccc3c(c2)OCCO3)s1,-6,-5,0,1.4,12,-4,-7,1,-5
O=c1[nH]c(=O)n(C2OC(CO)C(O)C2O)cc1F (stereo not given),-1,-12,x,1.0,9,-19,-11,1,x
Cn1c(NCc2ccco2)nc2c1c(=O)n(Cc1ccc(Cl)cc1Cl)c(=O)n2C,-6,-3,-12,0.1,-4,5,-10,2,-3

# Screening results as filed in PubChem.
